TAAR1 antagonist = antagonists of human TAAR1 | inhibition, % at 3 µM | Q96RJ0 | CHO RD-HGA16 TAAR1, Fluo-8 calcium fluorescence, antagonist | 360,000 tested, 1.5% active | AID 624466;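 active = inhibition above a per-plate cutoff, the mean inhibition of test compounds on that plate plus 3 SD, cut at about 49% in these data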;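 also: 0% = DMSO plus EC80 beta-PEA response and 100% = DMSO alone without agonist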
Target sequence (Q96RJ0 whole entry, looked up): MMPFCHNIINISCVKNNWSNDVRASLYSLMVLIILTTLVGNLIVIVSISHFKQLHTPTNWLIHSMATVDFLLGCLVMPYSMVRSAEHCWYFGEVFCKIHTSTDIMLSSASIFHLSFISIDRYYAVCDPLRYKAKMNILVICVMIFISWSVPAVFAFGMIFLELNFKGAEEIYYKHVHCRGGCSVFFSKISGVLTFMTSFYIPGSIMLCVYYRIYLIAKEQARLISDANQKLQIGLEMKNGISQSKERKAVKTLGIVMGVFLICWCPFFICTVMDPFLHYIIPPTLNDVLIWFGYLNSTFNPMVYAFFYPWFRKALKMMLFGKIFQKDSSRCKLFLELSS
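test system = CHO RD-HGA16 cells bearing hTAAR1 | replication = singlicate | controls = DMSO-only wells and EC80 β-PEA-stimulated wells | reagent = EC80 β-phenethylamine stimulus | read-out basis = percent inhibition of PEA-evoked calcium signal, max/basal emission ratio | schedule = seeding 17-24 h prior, 75-min 37 °C, 30-min RT dye loading | signal = kinetic Fluo-8 calcium fluorescence measurement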
CHO-K1 Ca PAM = counter-screen for M1 PAMs: effect in parental CHO-K1 cells. ATP EC20, Fluo-8 calcium fluorescence; 0% at ATP EC20, 100% at ATP max. activation, % at 3 µM. 360,000 tested, 0.02% active. AID 602247;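 active = activation above the run cutoff, the mean activation of all test compounds plus 3 SD, cut at about 40% in these data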;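 also: peak over basal fluorescence ratio in a 140 s read after ATP addition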
CRFR2-BP antag = CRF-BP/CRF-R2 complex antagonism; HEK293 CRF-R2/CRF-BP, CRF-induced calcium fluorescence; inhibition, % at 11.8 µM; 350,000 tested, 0.59% active; AID 588475;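 active = inhibition of the ligand-induced calcium signal above about 50% at the single tested concentration, limit read from the data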
CHRM5 antagonist = antagonists of human muscarinic M5 receptor (CHRM5); P08912; CHO-hM5 cells, Fluo-8 calcium fluorescence, ACh EC80; inhibition, % at 3 µM; 360,000 tested, 0.59% active;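 active = inhibition above a per-plate cutoff, the mean of that plate's test compounds plus 3 SD, cut at about 27% in these data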;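 also: 0% = acetylcholine EC80 with DMSO and 100% = DMSO without agonist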
Target sequence (P08912 whole entry, looked up): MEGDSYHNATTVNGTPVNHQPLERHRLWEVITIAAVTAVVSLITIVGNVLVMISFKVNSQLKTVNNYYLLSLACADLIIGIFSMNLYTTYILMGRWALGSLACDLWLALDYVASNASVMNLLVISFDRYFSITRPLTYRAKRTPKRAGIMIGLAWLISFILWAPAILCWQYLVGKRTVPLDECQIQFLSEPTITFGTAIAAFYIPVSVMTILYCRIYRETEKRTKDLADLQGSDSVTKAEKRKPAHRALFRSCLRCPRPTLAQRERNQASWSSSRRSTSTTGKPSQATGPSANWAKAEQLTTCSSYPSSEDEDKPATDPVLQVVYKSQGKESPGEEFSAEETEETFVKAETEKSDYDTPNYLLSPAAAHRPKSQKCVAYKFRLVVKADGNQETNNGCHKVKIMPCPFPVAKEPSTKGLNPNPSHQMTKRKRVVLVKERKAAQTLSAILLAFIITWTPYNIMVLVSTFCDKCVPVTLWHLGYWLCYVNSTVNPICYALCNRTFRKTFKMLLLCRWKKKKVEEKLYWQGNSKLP
CHRM4 PAM = positive allosteric modulators of human muscarinic M4 receptor; P08173; CHO-K1 hM4/Gqi5, Fluo-8 calcium fluorescence, ACh EC20; 0% = ACh EC20, 100% = maximal ACh; activation, % at 3 µM; 360,000 tested, 0.4% active; AID 624126;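 active = activation above its plate's cutoff, the mean activation of sample wells plus 3 SD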; also: some results filed as inactive read as strong as hits
TAAR1 ag = agonists of human TAAR1; activation, % at 3 µM; CHO RD-HGA16 TAAR1, Fluo-8 calcium fluorescence; vehicle wells 0%, saturating PEA agonist 100%; 360,000 tested, 0.99% active;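 active = activation above the mean activation of all test compounds in the run plus 3 SD, cut at about 38% in these data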
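Repeats: no replicates (n 1) | Material: CHO-derived RD-HGA16 cells with stable Gα16 and human TAAR1 | Technique: Kinetic Fluo-8 calcium fluorescence | Schedule: 17-24 h seeding, 75 min 37 °C dye, 30 min RT | Evaluation: % activation from peak over basal fluorescence ratio, DMSO-to-PEA scaled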
M5 PAM = CHRM5 positive allosteric modulation. activation, % at 3 µM. AID 624038. 360,000 tested, 0.3% active. P08912. CHO-K1 hM5, Fluo-8 calcium, ACh EC20 PAM; 0% = ACh EC20, 100% = ACh EC100;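 active = activation above the run cutoff, the mean activation of all test compounds plus 3 SD, cut at about 18% in these data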
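Test system: CHO-K1 hM5 cells / Doses: single-point, 3 µM nominal / Times: Post-acetylcholine fluorescence recording 140 s / Technique: Fluo-8 calcium fluorescence / Measure: Max/basal fluorescence ratio as % of EC20–EC100 ACh window / Benchmarks: low control EC20 acetylcholine (0%), high control EC100 acetylcholine (100%) / Replicates: one well per compound, no replicates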
CHRM5 agonist = agonists of human muscarinic M5 receptor (CHRM5); CHO-K1 hM5 cells, Fluo-8 calcium fluorescence; 0% DMSO wells, 100% maximal acetylcholine response; activation, % at 3 µM; 360,000 tested, 0.19% active;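 active = activation above the run's mean over test compounds plus 3 SD, cut at about 23% in these data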;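 also: signal is peak over basal fluorescence ratio across the kinetic read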
CRFBP-R2 agonist = CRF-BP/CRF-R2 complex agonism. HEK293 CRF-R2/CRF-BP, calcium dye fluorescence (FLIPR); percent of saturating CRF peptide response. activation, % at 13.2 µM. 350,000 tested, 0.46% active. AID 588473;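 active = activation of at least 50%, plus an integration ratio under a set limit after plate pattern correction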;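 also: plate controls were neutral control wells without compound for no effect and CRF at EC100 for full effect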
An asterisk follows results filed as active; x = no result given.

nr	SMILES	CHRM5 antagonist	CRFBP-R2 agonist	TAAR1 ag	CRFR2-BP antag	CHRM5 agonist	CHRM4 PAM	M5 PAM	CHO-K1 Ca PAM	TAAR1 antagonist
1	Cc1ccc(-n2c(-c3c(-c4ccccc4)noc3C)n[nH]c2=S)cc1	0	-2.4	4	23	-1	7	0	0	-10
2	COc1ccccc1CNC(=O)CN1CCC(NC(=O)c2ccccc2F)CC1	3	-1.3	4	-9	-7	5	6	23	-8
3	COc1ccc(S(=O)(=O)Nc2cccnc2)cc1OC	4	-0.1	5	15	0	-1	3	0	-2
4	CCOC(=O)C1CCN(C(=O)COC(=O)CNC(=O)c2ccc(OC)cc2)CC1	7	-0.1	6	-15	4	-4	1	12	-12
5	CCCc1nc2nc(C)c(NS(=O)(=O)c3ccc(CC(C)C)cc3)c(=O)n2[nH]1	10	-0.9	0	18	-2	7	9	-13	-22
6	Cc1ccc(S(=O)(=O)/N=C(/Nc2ccc([N+](=O)[O-])cc2[N+](=O)[O-])c2ccccc2)cc1	16	0.9	0	67*	3	-3	-15	15	0
7	Cn1c2c(c(=O)n(C)c1=O)C(CC(=O)Nc1ccccc1)C(=O)N2 (centres undefined)	6	-1.3	1	13	-2	2	-9	-3	14
8	COCC(=O)N1CCCC(N(C)CCc2ccc(OC)c(OC)c2)C1 (centres undefined)	-5	-0.2	2	27	2	1	7	29	-23
9	O=C(/C=C(O)/C=C/c1ccc(O)cc1)/C=C/c1ccc(O)cc1	55*	123*	64*	-49	156*	-21	-44	-25	68*
10	O=C(Nc1nc2ccc(F)cc2s1)C1CCCO1 (centres undefined)	0	-0.6	9	4	5	3	-7	-6	-7
11	C=CCN1C(=O)CN=C1NCc1ccccc1	-16	-1.1	6	-7	-4	8	11	21	0
12	COc1cc2[nH]c(=O)c(C(=O)NCCCN3CCOCC3)c(O)c2cc1OC	0	-5.9	-1	9	0	3	3	11	6
13	O=C(CN1CCN(CCN2C(=O)c3cccc4cccc(c34)C2=O)CC1)c1ccc(F)cc1	-6	1.1	1	14	1	-11	-8	5	-4
14	CC(C)N(C(=O)[C@H]1C[C@H](CC(=O)NCCC2=CCCCC2)C(=O)N2CCc3c([nH]c4cc(CCC(=O)N(C)C)ccc34)[C@]12C)C(C)C	1	-2.8	12	-3	-2	1	-2	25	-6
15	CC(CCc1ccccc1)NC(=O)C1CCC1 (centres undefined)	-2	-1.5	-1	-3	2	3	6	13	-35
16	CCOC(=O)c1oc2c(c1C)/C(=N/O)CCC2	7	-0.8	7	5	-13	-2	4	-7	-1
17	CCC(C)n1c(SCC(=O)NC(=O)c2cccn2C)nc2ccccc2c1=O (centres undefined)	11	1.5	0	3	2	-7	-4	-10	16
18	Cc1ccc(C(=O)NNC(=O)c2ccc(NC(=O)C(C)(C)C)cc2)cc1	5	-0.7	2	12	-4	3	4	2	-1
19	O=C(CSc1nc2ncc(Cl)cc2[nH]1)N1CCC(Cc2ccccc2)CC1	0	1.3	-2	-4	-3	8	2	9	-4
20	COc1ccccc1OCC#CCSc1ncccn1	9	-1.4	20	25	-2	-6	0	3	1
21	CC(C)NC(=O)C1(C)Cc2c(-c3ccc(N(C)C)cc3)ccnc2O1 (centres undefined)	7	x	13	x	0	2	0	-5	-32
22	Cc1noc(C)c1CSCC(=O)Nc1cc(S(=O)(=O)N2CCOCC2)ccc1OC(C)C	0	0.2	1	-9	-3	4	-9	11	-8
23	Cc1ccc(CNC(=O)c2ccccc2NC(=O)C2=CSCCO2)cc1	0	0.8	-4	15	-1	1	-7	7	-8
24	O=C(C1CC(=O)N(c2ccc3c(c2)OCCO3)C1)N1CCN(S(=O)(=O)c2cccc(F)c2)CC1 (centres undefined)	-4	-1.5	0	-2	-2	-3	8	-12	1
25	Cc1cc(N/N=C/c2ccncc2)c([N+](=O)[O-])cc1[N+](=O)[O-]	5	-0.9	0	-5	3	1	9	18	-8
26	O=C(CCC(=O)Nc1ccc(Cl)cc1Cl)N/N=C/c1ccc([N+](=O)[O-])o1	8	11	1	-51	1	-9	-7	5	-8
27	C[C@@H]1ON(C2CCCCC2)[C@H]2c3nc4ccccc4n3C[C@@H]12	15	-0.2	9	-6	2	1	-1	8	-5
28	NC(=O)C1CCN(Cc2nc3c(Br)cc(Br)cc3c(=O)[nH]2)CC1	1	1.3	3	-9	4	12	10	9	-14
29	CCN(CC)CCNC(=O)CN1C(=O)CSc2ccc(S(=O)(=O)N3CCOCC3)cc21	0	-0.5	1	-24	-2	5	1	13	5
30	N#CCSc1ccccc1NC(=O)COC(=O)CCNC(=O)c1ccc([N+](=O)[O-])cc1	8	4.7	3	18	3	-5	-7	11	-11
31	Cc1nnc(SCC(=O)N(C(C)C)C(C)C)[nH]c1=O	4	-0.8	11	14	2	17	9	-2	-31
32	O=C(c1ccco1)N1CCN(C(=S)Nc2ccc(F)c(Cl)c2)CC1	-1	0.2	7	3	-1	0	-3	-14	2
33	CC(C)NC(=O)c1[nH]nc2c1CCc1ccccc1-2	10	-3.9	x	7	-1	-6	-3	-1	x
34	N#C/C(=N\Nc1ccccc1)C(=N)N1CCCCCC1	9	0.4	11	1	0	-19	-7	9	-24
35	Cc1cc(NC(=O)NC(=O)c2ccc(F)cc2F)n[nH]1	1	3.4	-2	8	-2	-2	-3	20	-20
36	COc1ccc(OCC(=O)Nc2cccc(C(C)=O)c2)cc1	-2	-2.3	3	4	-6	-5	-2	-5	5
37	Cc1cc(C(=O)NC(C)CCC(C)C)c2ccccc2n1 (centres undefined)	-3	-1.1	2	-5	0	-3	-6	27	-3
38	Cc1ccc(N(C)C(=O)C2CCCN2S(=O)(=O)c2cccc3nsnc23)cc1 (centres undefined)	4	-0.8	1	-5	4	0	0	18	-13
39	O=C(NCC1CCCO1)c1ccc(Cl)c(F)c1F (centres undefined)	4	2.2	12	-12	0	-2	-4	4	-17
40	C[C@H](NC(=O)c1nc[nH]c1C(=O)N[C@@H](Cc1ccccc1)C(=O)OCc1ccccc1)c1ccccc1	17	0.6	12	-3	-2	2	-6	-5	15
41	CC(OC(=O)c1nn(C(C)C)c(=O)c2ccccc12)C(=O)Nc1ncc(Cl)cc1Cl (centres undefined)	-7	-0.7	-1	22	0	19	-1	11	-26
42	CCCCOc1ccc(C(=O)NCC(=O)NCc2ccncc2)cc1	3	-1.2	1	-9	3	6	4	11	-22
43	O=C(CCn1cnc2ccccc2c1=O)Nc1nc2c(s1)CCCC2	-4	-1.4	15	-14	-10	6	4	16	0
44	COc1ccccc1N(CN1CCCC1=O)C(=O)COc1ccccc1	-4	-0.1	1	28	0	3	3	8	-4
45	CCNS(=O)(=O)c1cccc(C(=O)c2c(C)cc3ccccn23)c1	10	-0.9	0	-6	2	-1	-10	3	10
46	C=CCOc1cccn2c(N(C)C(=O)c3ccc(OC)cc3)c(CC)nc12	-6	x	0	x	0	1	1	4	-17
47	COc1ccc(C2C(C(C)=O)=C(O)C(=O)N2c2cccnc2)c(OC)c1 (centres undefined)	-13	-0.3	10	-1	1	6	14	-6	6
48	Cc1cccc(C)c1NC(=O)Cn1c(CN2CCCCC2)nc2ccccc2c1=O	-2	-2.7	13	3	-1	5	-3	14	10
49	COc1cc(NC(=S)NCCCN2CCOCC2)cc(OC)c1OC	-9	0.0	2	1	1	-2	0	21	0
50	c1ccc(-n2nnnc2-c2cccc3ccccc23)cc1	15	-5.8	1	14	-9	-3	1	11	-2

Carrying on.
nr	SMILES	CHRM5 antagonist	CRFBP-R2 agonist	TAAR1 ag	CRFR2-BP antag	CHRM5 agonist	CHRM4 PAM	M5 PAM	CHO-K1 Ca PAM	TAAR1 antagonist
51	COc1ccc(F)cc1C1=CC(=O)C[C@H](c2ccc3c(c2)OCO3)C1	1	0.5	2	1	-2	-10	-10	6	13
52	CN(c1ccccc1)S(=O)(=O)c1ccc(C(=O)NCc2ccccn2)cc1	3	0.9	4	4	-6	10	-3	11	-1
53	Cc1onc(-c2c(F)cccc2Cl)c1C(=O)NCc1ccccn1	0	-0.2	6	-2	-10	2	-4	-7	-3
54	C=CCn1c(N)c(C(=O)N2CCOCC2)sc1=S	-3	5.4	3	18	3	-2	-4	4	12
55	Cc1ccccc1CNC(=O)CN1C(=O)c2ccccc2S1(=O)=O	5	1.0	0	10	-4	-3	1	-10	-10
56	C(=N\c1c(-c2ccccc2)nc2n1CCS2)/c1ccccc1	-8	0.6	1	-15	-1	4	9	4	0
57	CCCCN(CC)CCNC(=O)c1[nH]c(C)c(C(C)=O)c1C	-4	0.5	20	15	-7	1	-11	-2	-10
58	CC(=O)Nc1ccc(S(=O)(=O)Nc2nc3ccccc3nc2Nc2ccccc2)cc1	-8	0.1	2	4	-1	2	8	17	9
59	Nc1nc2c(C(=O)N3CCOCC3)nnn2c2ccccc12	-3	1.5	2	5	5	-2	8	10	0
60	CCN(Cc1ccccc1)C(=O)Cn1c(=O)n(-c2ccc(OC)cc2OC)c(=O)c2c(C)c(C)sc21	-4	1.4	1	-7	0	1	2	-12	-19

Looked up by compound from the entries so far:
nr	SMILES	CHRM5 antagonist	CRFBP-R2 agonist	TAAR1 ag	CRFR2-BP antag	CHRM5 agonist	CHRM4 PAM	M5 PAM	CHO-K1 Ca PAM	TAAR1 antagonist
53	Cc1onc(-c2c(F)cccc2Cl)c1C(=O)NCc1ccccn1	0	-0.2	6	-2	-10	2	-4	-7	-3
57	CCCCN(CC)CCNC(=O)c1[nH]c(C)c(C(C)=O)c1C	-4	0.5	20	15	-7	1	-11	-2	-10
54	C=CCn1c(N)c(C(=O)N2CCOCC2)sc1=S	-3	5.4	3	18	3	-2	-4	4	12

Next compounds.
nr	SMILES	CHRM5 antagonist	CRFBP-R2 agonist	TAAR1 ag	CRFR2-BP antag	CHRM5 agonist	CHRM4 PAM	M5 PAM	CHO-K1 Ca PAM	TAAR1 antagonist
61	O=C(Cc1ccccc1[N+](=O)[O-])N1CCN(S(=O)(=O)c2ccccc2)CC1	-1	1.2	1	1	-3	-2	-2	-4	-1
62	Cc1ccc2nc3c(cc2c1)c(NC(=O)c1ccco1)nn3CC(C)C	12	-1.8	-1	1	2	-14	-8	6	18
63	CC1(C)CC(=O)C=C(c2ccc(-c3ccc4[nH]ccc4c3)cc2)C1=O	-2	-0.7	5	-1	9	-4	-3	12	37
64	Cc1ccc2c(c1)N(C(=O)CCC(=O)N1CCC(C(N)=O)CC1)CC(C)O2 (centres undefined)	0	8.3	1	27	1	6	1	16	-23
65	CN(C)c1cccc2c(S(=O)(=O)Nc3ccccn3)cccc12	-3	-0.4	15	4	0	4	-2	9	7
66	COc1cccc(C(C)NC(=O)C2CCCC2)c1 (centres undefined)	-21	2.8	3	-1	3	3	7	4	-2
67	C=CCCN(C1CCCC1)S(=O)(=O)c1ccccc1Br	14	-1.7	18	17	-6	7	-5	-5	25
